Sm TGR inh – qHTS Assay for the Inhibitors of Schistosoma Mansoni Peroxiredoxins | purified TGR, DTNB reduction, TNB absorbance 405 nm | 3% of 360,000 active | Schistosoma mansoni thioredoxin glutathione reductase (TGR), Q962Y6 | Potency, µM (titrated, usually from 114 µM), for inactives: top-dose activity change, negative = inhibition, hits mostly inhibitors; note: potency is the fitted concentration of half-maximal effect; % is set by controls: 0 for no effect and ±100 for the full control effect; nearly all actives have a fitted effect of over 60% in size
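Kinetic colorimetric format: TGR-catalysed, NADPH-driven DTNB reduction monitored via TNB absorbance. Enzyme dispensed at 20 nM; compound exposure 15 min at room temperature before reaction start.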
Shiga toxin inh – A qHTS for Small Molecule Inhibitors of Shiga Toxin | 9.2% of 290,000 active | Vero cells, Shiga toxin protein synthesis inhibition reporter | AID 2315, 2010 | inhibition, % at 38.7 µM; in the data active = inhibition mostly above about 28%, no sharp cut-off; inactive = mostly below about 43%; note: 0% is about no effect
Pf growth 48h – Primary qHTS for delayed death inhibitors of the malarial parasite plastid, 48 hour incubation; Potency, µM (highest dose often 28.7 µM), without a hit: at the top dose activity change, negative = inhibition, most hits filed as inhibitors; P. falciparum luciferase growth in erythrocytes, 48 h; 5.9% of 310,000 active; note: potency is the fitted concentration of half-maximal effect; % is set by controls: 0 for no effect and ±100 for the full control effect
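Here the parasites carry a stable luciferase gene and grow inside erythrocytes in Albumax-based RPMI medium with compound for one erythrocytic cycle. Activity is scored as loss of luminescent signal.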
Pf growth 96h – Primary qHTS for delayed death inhibitors of the malarial parasite plastid, 96 hour incubation. P. falciparum luciferase reporter growth, 96 h. Potency, µM (titrated, usually from 28.7 µM), for the others: top-dose activity change, negative = inhibition, usual class: inhibitors. 6.9% of 320,000 active; note: potency is the fitted concentration of half-maximal effect; % is set by controls: 0 for no effect and ±100 for the full control effect
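Cell-based qHTS: luciferase-tagged P. falciparum in erythrocytes (2% hematocrit, 0.05% parasitemia final) incubated with compounds for 96 hours, 37 C, 5% CO2; luciferase detection reagent then added and luminescence measured.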
Giardia FBPA inh – qHTS Assay for Inhibitors of Fructose-1,6-bisphosphate Aldolase from Giardia Lamblia. A8B2U2. purified Giardia FBPA. Potency, µM (highest dose often 59.6 µM), for the others: at the highest dose activity, negative = inhibition, usual class: inhibitors. 0.71% of 290,000 active; note: potency is the fitted concentration of half-maximal effect; % is set by controls: 0 for no effect and ±100 for the full control effect; nearly all actives have a fitted effect of over 55% in size
Target sequence (A8B2U2 whole entry, looked up): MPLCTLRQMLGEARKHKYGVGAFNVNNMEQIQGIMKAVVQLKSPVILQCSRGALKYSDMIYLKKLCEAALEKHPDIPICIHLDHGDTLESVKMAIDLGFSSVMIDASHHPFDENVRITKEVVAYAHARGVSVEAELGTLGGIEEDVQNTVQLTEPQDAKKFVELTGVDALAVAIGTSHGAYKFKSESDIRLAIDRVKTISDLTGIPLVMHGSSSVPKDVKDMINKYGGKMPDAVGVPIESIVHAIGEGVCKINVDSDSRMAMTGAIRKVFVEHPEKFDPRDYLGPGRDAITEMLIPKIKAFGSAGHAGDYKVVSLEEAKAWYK
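Giardia FBPA (40 nM reagent) was preincubated 10 min at RT with compound (up to 57.5 uM final), then substrate plus GAPDH/TPI/NAD/arsenate coupling system with diaphorase/resazurin was added; resorufin fluorescence (525/598 nm) was read after 20 min.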
CHX counter – Cycloheximide Counterscreen for Small Molecule Inhibitors of Shiga Toxin; 12% of 300,000 active; AID 2314, 2010; cell reporter, cycloheximide protein synthesis inhibition counterscreen; max response, %; in the data active = max response mostly above about 13%, no sharp cut-off; inactive = mostly below about 14%; note: read at 38.3 µM for the half of the compounds with a filed dose; 0% is about no effect
An asterisk follows results filed as active; u = inconclusive; x = no result given; & = joins results of further samples; [ ] = remark or other dose. Unless noted, calls come from the whole dose curve; as a rule, active = well fitted curve in the direction sought with a large enough effect; inconclusive = small, poorly fitted or top-dose-only effect, or another doubt; inactive = no such curve, though single readings can be large; an effect the other way counts as inactive or inconclusive. Rows were taken by chance; about 24% have a hit in one of these screens.

Second line of a record: Pf growth 96h, Pf growth 48h, Sm TGR inh, CHX counter, Giardia FBPA inh, Shiga toxin inh
> Cc1ccc(-n2cc(C(=O)c3cc(Cl)ccc3O)cc(C#N)c2=O)cc1
  u, 3.3µM*, -6%, -1, 1%, 3
> Cc1ccc(/C=C2/SC(=O)NC2=S)o1
  65%[activator], 2%, u, 14, u, 5
> Cc1ccccc1-c1noc(-c2ccccc2C(=O)NCC2CCCO2)n1 (configuration not stated)
  38%[activator], 37%[activator], 16%, 17, 3%, 46
> COC(=O)c1oc2ccc(Br)cc2c1NC(=O)CCN1CCOCC1
  u, 6%, 0%, -2, 5%, -14
> CC(C)(C)NC(=O)C[n+]1ccc(C(N)=O)cc1
  31%[activator], 8%, 4%, -7, 0%, 14
> COCCn1c(SCC(=O)N2CCN(c3ccccc3)CC2)nc2c(c1=O)SC(C)C2 (configuration not stated)
  u, u, -4%, -4, -8%, -15
> COc1ccc2c(c1)C(=O)[C@@H](OC(=O)NCc1ccc3c(c1)OCO3)[C@H](c1ccc(OC)c(Br)c1)O2
  u, u, -12%, 10, 1%&-4%, 12
> Cc1ccc(CN2C(=O)CCC2(C)C(=O)NCc2cccnc2)cc1 (configuration not stated)
  x, x, 1%, -3, 0%, 20
> Cc1cc2occ(CC(=O)N(C)CC(=O)Nc3c(C)cccc3C)c2cc1C
  -7%, u, -1%, x, x, x
> COc1ccc(Cl)cc1S(=O)(=O)NC(C)C(=O)NCc1cccnc1 (configuration not stated)
  0%, 28%, -2%, -4, 3%, -18
> COc1ccc(OCc2nc3ccccc3[nH]2)cc1
  x, 115%[activator], -19%, 30, -2%, 152*
> Cc1ccc(C(=O)Cn2c(C(=O)OCCO)cc3ccccc32)cc1
  u, 11%, -5%, 0, 4%, -5
> CCOC(=O)Cc1cc(=O)n2[nH]c(C)c(-c3ccccc3)c2n1
  91%[activator], 0%, 7%, -3, -5%, 13
> O=c1cc2c(nn1Cc1ccc(Cl)cc1)-c1ccccc1CC2
  0%, x, 0%, 7, 2%, -23
> COc1ccc(CC(=O)c2cc(OC)c(OC)cc2CC(=O)O)cc1OC
  x, -5%, 0%, -3, 2%, 38
> Cc1ccc(S(=O)(=O)N2CCCCC2CCNC(=O)C(=O)NCC2CCCO2)cc1 (configuration not stated)
  -24%, -5%, -1%, x, x, x
> Oc1ccc(CN2CCN(c3ccccc3)CC2)c2cccnc12
  -17%, 7.4µM*, 1.4µM*, -2, -21%, 1
> Cc1ccccc1NC(=O)c1cc2ccccc2o1
  10µM*, 179%[activator], -17%&4%, 37*, 1%, x
> O=S(=O)(c1ccc(Cl)cc1)c1nc(-c2ccccc2F)oc1NCCCN1CCOCC1
  u, u, 5%, 1, x, 3
> COCCOc1ccc(C(F)(F)F)cc1NC(=O)c1ccccc1
  0%, 1%, 0%, -5, -1%, -9
> Cc1ccc(-c2nc3ccccc3c(=O)n2-c2ccncc2)cc1
  u, -66%, 1%, 1, 3%, -4
> O=C1OCCC1Sc1nc2ccccc2s1 (configuration not stated)
  x, 2%, 1%, -1, -2%, -6
> CCOC(=O)C1(CCCc2ccccc2)CCN(C(=O)c2cc(C)nn2CC)CC1
  u, u, 0%, -1, 15%, -12
> CN(C)c1oc(-c2ccccc2)nc1C#N
  u, 19%, -16%, -4, 2%, -11
> O=[N+]([O-])C1=C(Nc2cccc3ccccc23)CS(=O)(=O)C1
  1%, x, u, -1, 19%, -8
> Cn1c(Oc2ccc(F)cc2)c(C=O)c2ccccc21
  u, u, 6%, 1, 0%, -17
> Cc1cccc(NC(=S)N(CCc2nc3cc(C)c(C)cc3[nH]2)Cc2cccnc2)c1
  -5%, u, 6%, -4, -1%, -8
> COc1cc(OC)c2nc(C)c3c(c2c1)N(c1ccc(O)cc1)CC3
  13µM*, u, 5%, 1, -13%, -2
> O=C(O)CCCn1cc(NC(=O)c2cccc(F)c2)cn1
  26%, 18%, 4%, 12, -3%, 1
> CC(=O)NC(=O)Nc1sc(=S)n(C)c1C
  51%[activator], 27%, -4%, -2, 1%, 11
> CC1CCCCN1C(=O)CN1C(=O)CN(C)C(=O)c2ccccc21 (configuration not stated)
  58%[activator], x, 43%[activator], -2, 1%, -2
> CC(C)c1nc(C(=O)N2CCc3c([nH]c4ccccc34)C2c2ccccn2)cs1 (configuration not stated)
  0%, u, -1%, 9, -10%, -1
> Cc1cc2ccccc2n1CCNC(=O)C1CCCCC1
  -4%, 4%, 5%, 1, -4%, 9
> CCCCNC(=O)c1cc2n(n1)C(C(F)(F)F)CC(c1ccccc1)N2 (configuration not stated)
  -5%, -16%, 3%, -3, 1%, -21
> O=C1CCC(C(=O)N(CCO)Cc2ccccc2)CN1CC1CCCCC1 (configuration not stated)
  u, u, 1%, -1, -5%, -5
> CCOc1ccc(OCC(=O)OCc2csc(CC(=O)Nc3ccccc3C)n2)cc1
  -12%, u, 4%, x, x, x
> Cc1cccc(C)c1NC(=O)COC(=O)c1cc(=O)[nH]c2ccccc12
  -29%, 1%, -4%, x, x, x
> CCOC(=O)N1CCC(NC(=O)c2cc(C(=O)NCC(OC)OC)ccc2CO)CC1
  50%[activator], x, 0%, 0, 8%, -5
> Cc1ccc(-c2cc(-c3ccccc3)[nH]c(=S)c2C#N)cc1
  38%[activator], u, 4%, -2, 5%, 2
> O=S(=O)(NNC(=S)Nc1ccc(S(=O)(=O)Nc2ncccn2)cc1)c1ccc(Br)cc1
  u, u, -2%, -7, x, -25

A draw from above in order of molecular weight, high to low:
Second line of a record: Pf growth 96h, Pf growth 48h, Sm TGR inh, CHX counter, Giardia FBPA inh, Shiga toxin inh
> CCCCNC(=O)c1cc2n(n1)C(C(F)(F)F)CC(c1ccccc1)N2 (configuration not stated)
  -5%, -16%, 3%, -3, 1%, -21
> Cc1cccc(C)c1NC(=O)COC(=O)c1cc(=O)[nH]c2ccccc12
  -29%, 1%, -4%, x, x, x
> Cc1cc2ccccc2n1CCNC(=O)C1CCCCC1
  -4%, 4%, 5%, 1, -4%, 9

New compounds follow
Second line of a record: Pf growth 96h, Pf growth 48h, Sm TGR inh, CHX counter, Giardia FBPA inh, Shiga toxin inh
> C=CCN1C(=O)CSc2ccc(C(=O)OCC)cc21
  179%[activator], 11%, 24%, -1, 7%, -13
> CC1(C)NC(=O)N(CCOCCOc2ccc3ccccc3c2Br)C1=O
  3.7µM*, x, -20%, 37*, -4%, 44
> Cc1c(C)c2cc(Cl)c(OC(C)C(=O)NCCN3CCOCC3)cc2oc1=O (configuration not stated)
  u, 11%, -3%, -3, x, -3
> Cc1ccc(C(=O)OCC(=O)NC(C)C)cc1S(=O)(=O)N1CCOCC1
  -25%, 18%, -7%, 8, 7%, -5
> COC(=O)Nc1ccc(S(=O)(=O)N2CCCC(C(=O)N3CCN(C)CC3)C2)cc1 (configuration not stated)
  5%, 19%, 0%, -1, -1%, -8
> COc1cc(/C=N/NC(=O)C(=O)NCC2CCCO2)ccc1O (configuration not stated)
  45%[activator], 22%, -1%, 0, -1%, -6
> Cc1ccc(C(=O)CNc2ccccc2)cc1
  45%[activator], 33%[activator], 2%, 34*, 6%, 47*
> CCOC(=O)N1CCN(c2ncnc3scc(-c4ccccc4)c23)CC1
  u, u, -10%, -5, 0%, -9
> Cc1ccc(N(CC(=O)NCc2ccncc2)S(C)(=O)=O)cc1Cl
  x, 21%, 1%, -4, -10%, -10
> Nc1ncn(-c2ncc(C(F)(F)F)cc2Cl)n1
  u, 23%, 7%, -2, 3%, -5
> CC(C)(C)C1=Nn2c(nnc2-c2n[nH]c3c2CCC3)SC1
  -18%, -21%, -26%, -1, u, 11
> CCn1cc(C(=O)NCCCN2CCC(C)CC2)c2cc(OC)c(OC)cc2c1=O
  -15%, x, 0%, -2, -5%, -10
> COc1ccc2c(c1)N(C)/C(=C/c1cccc[n+]1C)S2
  u, 0.37µM*, -6%, 10, 6%, -3
> c1ccc(-c2nnc(-c3ccco3)n2-c2ccccc2)cc1
  35%[activator], -15%, u, -1, 2%, -4
> C=CCn1c(SCC(=O)N2CCCC2)nc2scc(-c3cccs3)c2c1=O
  u, u, 4%, -1, 7%, -8
> N#CCCN(C(=S)NC(=O)c1ccco1)c1ccccc1F
  21%, 2%, -2%, -1, -5%, -9
> CC(C)(C)c1cc(C(F)(F)F)nc(SCCCNC(=O)c2ccco2)n1
  x, x, u, 15, 10%, 18
> COc1cc(NC(=O)COC(=O)C2CC2)c(C)cc1[N+](=O)[O-]
  29%, 20%, -7%, 10, -4%, -9
> CCOC(=O)N1CCC(N2Cc3cccc(C(=O)Nc4ccc(S(=O)(=O)N(CC)CC)cc4)c3C2=O)CC1
  u, u, -8%, -7, 13%, -14
> CNC(=O)C1(C(F)(F)F)CC(CCCO)CCCO1 (configuration not stated)
  x, x, x, 6, 4%, -7

Two compounds drawn at random from the list so far:
Second line of a record: Pf growth 96h, Pf growth 48h, Sm TGR inh, CHX counter, Giardia FBPA inh, Shiga toxin inh
> Cc1ccc(N(CC(=O)NCc2ccncc2)S(C)(=O)=O)cc1Cl
  x, 21%, 1%, -4, -10%, -10
> CCOC(=O)N1CCC(N2Cc3cccc(C(=O)Nc4ccc(S(=O)(=O)N(CC)CC)cc4)c3C2=O)CC1
  u, u, -8%, -7, 13%, -14

New compounds follow.
Second line of a record: Pf growth 96h, Pf growth 48h, Sm TGR inh, CHX counter, Giardia FBPA inh, Shiga toxin inh
> Oc1cccc2ccc(/C=C/c3ccc(Br)s3)nc12
  0%, u, x, 57*, 15%, 112*
> Cc1nccn1CCCNC(=O)C1CCC(=O)N(Cc2ccccc2F)C1 (configuration not stated)
  -26%, 15%, -2%, -2, x, -3
> O=C(Nc1nc(-c2ccccn2)cs1)c1ccc(F)c(S(=O)(=O)N2CCOCC2)c1
  0.83µM*, 1.5µM*, -6%, x, x, x
> Cc1cccc(Nc2ccc(C(=O)N3CCOCC3)cn2)c1
  u, -4%, -12%, 46*, 4%, 66*
> Cn1nc(C(F)(F)F)c(-c2ccc(Br)cc2)c1NC(=O)c1cccnc1
  u, u, -7%, -2, 4%, -7
> COc1cccc(N=C2CC(C)(C)CC(=O)/C2=C(/O)c2ccccc2)c1
  31%[activator], u, 16%, -6, 14%, -5
> COc1ccccc1N1CCN(CCCNC(=O)Cn2ncc3c([nH]c4ccccc43)c2=O)CC1
  u, u, -10%&-4%, -4, -9%, -8
> NC(=O)c1ccc(N=Nc2c(O)[nH]c(=O)[nH]c2=O)cc1
  77%[activator], 2%, -7%, -1, -9%, 2
> O=C(NCc1ccc(N2CCCC2=O)cc1)C1CCC(=O)N(Cc2ccccc2F)C1 (configuration not stated)
  -2%, 25%, 3%, -1, -2%, -6
> O=C(CC1SC(=Nc2ccccc2)N(CCCCO)C1=O)NCc1ccccc1 (configuration not stated)
  6%, -5%, 8%, -7, 1%, -15
> CC1(C)Cc2c(sc3nc(-c4ccccc4Cl)n(N)c(=O)c23)CO1
  13%, x, 0%, 1, 5%, -14
> O=C(N/N=C/c1ccc(OCCCF)cc1)c1cc(OCC(F)(F)F)ccc1OCC(F)(F)F
  u, 38%[activator], u, 13, 1%, 41
> Fc1ccc2nc(Nc3nc4cc5c(cc4s3)OCCO5)sc2c1
  97%[activator], 113%[activator], 2%, 62*, -1%, 25*
> Cc1cccc(N=Cc2cc(Br)cc(Cl)c2O)c1
  u, u, -21%, -3, -18%, 16
> CCN(CC)S(=O)(=O)c1cccc(C(=O)N2CCCc3ccccc32)c1
  -30%, -12%, 0%, 21*, 12%, 38*
